Screens as filed in PubChem.
OXTR agonist – agonists of human oxytocin receptor; CHO-OTR cells, Fluo-8 calcium fluorescence; normalized: DMSO 0%, oxytocin 100%; activation, % at 3 µM; 0.32% of 320,000 active; AID 2435;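 active means activation above the mean of all tested compounds plus 3 SD, cutoff set per screening run, cut at about 20% in these data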;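 further: peak over basal fluorescence ratio from a 100 s FLIPR kinetic read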
Target sequence (P30559 whole entry, looked up): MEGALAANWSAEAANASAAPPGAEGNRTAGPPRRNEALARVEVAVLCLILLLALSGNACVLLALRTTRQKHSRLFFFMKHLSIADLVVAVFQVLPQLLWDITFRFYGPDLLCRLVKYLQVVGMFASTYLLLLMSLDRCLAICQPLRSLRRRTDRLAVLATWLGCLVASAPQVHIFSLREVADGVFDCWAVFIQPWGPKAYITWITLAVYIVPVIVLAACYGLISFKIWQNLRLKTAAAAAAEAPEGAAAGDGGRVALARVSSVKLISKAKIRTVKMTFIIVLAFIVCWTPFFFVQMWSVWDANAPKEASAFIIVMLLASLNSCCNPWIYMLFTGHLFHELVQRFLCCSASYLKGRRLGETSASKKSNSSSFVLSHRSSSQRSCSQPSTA
GalR3 antag – antagonists of human GalR3 | HEK293 GalR3-CNG cAMP membrane potential fluorescence; galR3 body fused to GalR1 C-terminus | O60755 | inhibition, % at 3 µM | 0.44% of 360,000 active | AID 651719;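 active means inhibition above the screen-wide average plus 3 SD, cut at about 13% in these data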;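 further: forskolin and galanin both at EC90 stimulate the cells; cAMP rise reported by CNG channel membrane potential dye signal; 0% = forskolin plus galanin with DMSO and 100% = forskolin alone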
IMP-1 inh – blocks Pseudomonas aeruginosa IMP-1 metallo-beta-lactamase; purified IMP-1, nitrocefin hydrolysis, epi-absorbance fluorescence; inhibition, % at 5.6 µM; 0.45% of 290,000 active; AID 1556;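 active means inhibition above the mean plus 3 SD of all compounds in the same screening run, cut at about 4.5% in these data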;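 further: 0% = IMP-1 with DMSO and 100% = DMSO wells lacking enzyme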
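Material – recombinant IMP-1 enzyme, purified · Amount – IMP-1 0.2 nM before substrate addition · Medium – HEPES buffer pH 7.1 with ZnSO4 and Brij 35 · Timing – 25 °C, 15 min preincubation, 25 min reaction · Measured by – plate fluorescence quenching by hydrolysis product, ex 480/em 530 nm · Read-out – percent enzyme inhibition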
DNA FID counter – fluorescent intercalator displacement, NS3 helicase counter-screen | DNA fluorescent intercalator displacement, fluorescence | inhibition, % at 7.9 µM | 0.17% of 290,000 active; in the data active means inhibition above about 37%;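 further: 0% = vehicle and 100% = reference compound; higher means more ethidium bromide displaced from hairpin DNA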
V1aR counter – V1a receptor agonism, counter-screen for OXTR agonists; CHO-V1R cells, Fluo-8 calcium fluorescence, agonist mode; 0% DMSO, 100% 3 nM vasopressin; activation, % at 3 µM; 0.25% of 320,000 active; AID 2797;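 active means activation above the mean activation of all tested compounds plus 3 SD, per screening run, cut at about 20% in these data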;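 further: signal is peak over basal fluorescence ratio across a 100 second FLIPR read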
GPR7 antag – human neuropeptides B/W receptor 1 antagonism; GPR7-expressing cells, fluorescence antagonist assay; inhibition, % at 4.4 µM; 1.1% of 290,000 active; AID 1861; in the data active means inhibition above about 16%, passing the limit was not always enough;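 further: cells stimulated with the agonist NPW; 0% = agonist with vehicle and 100% = vehicle without agonist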
Target sequence (P48145 whole entry, looked up): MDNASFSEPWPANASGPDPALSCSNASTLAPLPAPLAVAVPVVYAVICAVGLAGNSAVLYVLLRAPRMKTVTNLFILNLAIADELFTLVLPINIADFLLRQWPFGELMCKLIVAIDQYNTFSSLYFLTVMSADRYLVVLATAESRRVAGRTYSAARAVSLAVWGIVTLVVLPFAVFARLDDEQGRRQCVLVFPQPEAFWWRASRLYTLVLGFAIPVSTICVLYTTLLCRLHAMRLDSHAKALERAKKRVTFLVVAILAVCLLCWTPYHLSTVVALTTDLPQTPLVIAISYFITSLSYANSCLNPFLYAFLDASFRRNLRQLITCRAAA
NS3 helicase inh – blocks Hepatitis C virus NS3 helicase unwinding; 0.56% of 290,000 active; NS3 helicase DNA unwinding, Cy5 molecular beacon fluorescence; inhibition, % at 10.9 µM;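 active means inhibition above the mean of all tested compounds plus 3 SD, set per campaign, cut at about 35% in these data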;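 further: 0% = DMSO wells and 100% = thioflavine S control wells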
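Assay system – hepatitis C virus NS3 helicase domain fragment enzyme · Buffer or medium – MOPS pH 6.5, MgCl2, DTT, Tween20, BSA · Reagent – Cy5/quencher beacon DNA duplex and ATP to start · Compound – single 10.9 µM dose · Timing – 1 h at 25 °C · Technique – Cy5 beacon fluorescence read at start and 1 h · Measure – % inhibition of unwinding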
VIM-2 inh – blocks Pseudomonas aeruginosa VIM-2 metallo-beta-lactamase. purified VIM-2, nitrocefin hydrolysis, epi-absorbance fluorescence. inhibition, % at 5.6 µM. 0.89% of 290,000 active. AID 1527;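 active means inhibition above the mean of all tested compounds plus 3 SD, cutoff set per screening run, cut at about 7.5% in these data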;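 further: red hydrolysis product quenches plate fluorescence so inhibitors raise well fluorescence; 0% = enzyme with DMSO and 100% = DMSO without enzyme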
PHOSPHO1 block – PHOSPHO1 (human) inhibition; Q8TCT1; recombinant PHOSPHO1, absorbance phosphatase assay; inhibition, % at 13.3 µM; 1.1% of 290,000 active; AID 1565; in the data active means inhibition above about 60%
Target sequence (Q8TCT1 whole entry, looked up): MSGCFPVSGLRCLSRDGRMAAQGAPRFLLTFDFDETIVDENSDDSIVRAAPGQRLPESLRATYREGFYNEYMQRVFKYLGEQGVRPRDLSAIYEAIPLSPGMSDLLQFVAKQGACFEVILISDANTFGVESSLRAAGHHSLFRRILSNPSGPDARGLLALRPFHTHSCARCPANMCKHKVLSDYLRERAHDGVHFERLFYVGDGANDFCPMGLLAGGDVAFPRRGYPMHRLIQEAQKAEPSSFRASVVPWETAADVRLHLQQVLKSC
Active calls of the source: *; · = no result given. Hits appear at their usual frequency. About 4.3% of those tested had a hit in this group.

SMILES	OXTR agonist	GalR3 antag	IMP-1 inh	DNA FID counter	V1aR counter	GPR7 antag	NS3 helicase inh	VIM-2 inh	PHOSPHO1 block
CC(C)n1cc(CN2CCC(C(=O)Nc3cccc(-c4cccc(Cl)c4)c3)CC2)cn1	7.6	-3.5	-1.7	24.4	6.9	10.9	-80.2	-1.1	17.0
CC(C)(C(=O)c1ccccc1)/[N+]([O-])=C/c1ccc(F)cc1	-0.7	-6.6	-1.9	2.8	0.3	-9.0	1.7	1.3	·
O=c1[nH]c(=O)n(Cc2ccccc2)c2nc(-c3cccs3)n(CCO)c12	0.1	-6.2	-1.5	-18.1	-0.4	-17.3	-10.2	-3.7	20.3
O=c1[nH]c(O)c(/C=C2\C=Nc3ccccc32)[nH]1	·	-5.1	-1.0	2.8	·	-0.4	-3.1	-0.2	32.7
CC(C)(C)C1CCc2c(sc(NC(=O)c3cc(C4CC4)on3)c2C#N)C1 (stereo unspecified)	0.5	·	4.9*	-3.4	-0.3	-2.1	0.2	-5.3	4.3
CN(C)c1ccc(-c2ccccc2)nn1	-0.7	-2.1	-4.8	-0.7	0.6	-4.0	-0.1	0.3	6.3
O=c1cc(-c2ccccc2)[nH]n1-c1nc2ccccc2s1	-0.1	-0.2	-4.9	-2.6	0.0	-4.0	10.5	-1.9	-9.4
Cc1nn(C)c(C(=O)NC(=S)Nc2ccccc2Br)c1Cl	-1.5	2.1	-0.2	-18.8	-0.4	-7.8	-3.4	-0.5	-48.3
O=C(Nc1nccs1)c1ccccn1	0.7	-1.1	-6.2	4.0	0.0	-1.1	7.4	-5.7	17.2
Cn1c(SCC(=O)Nc2ccccc2F)nnc1-c1ccc(S(=O)(=O)N2CCOCC2)cc1	-0.8	-5.2	-1.2	-21.6	-0.3	-7.6	1.5	0.5	-2.2
Cc1ccc(OCCCc2c(C)n[nH]c2C)cc1	0.7	-10.8	-2.8	-12.5	2.5	-10.1	5.8	-4.3	-3.0
Cn1cc(Br)cc2nc(C(F)(F)F)nc1-2	1.4	4.1	-3.1	-1.5	1.8	-7.8	-0.9	-0.2	13.9
CCOc1ccccc1N1CCN(C(=O)c2ccncc2)CC1	-0.7	1.8	-2.0	-4.7	0.1	-3.5	1.2	-2.1	42.9
O=C(c1ccco1)N1CCC(c2nc3c(nnn3Cc3ccc(F)cc3)c(=O)[nH]2)CC1	0.0	-9.6	-2.1	-39.8	0.3	-6.3	2.9	-2.5	14.4
O=C(Nc1c(Cl)cccc1Cl)C1CCN(C(=O)c2cccs2)CC1	-0.1	-7.8	-2.4	-6.9	1.3	5.9	9.9	-3.4	12.0
Nc1nc(SCC(=O)c2ccc([N+](=O)[O-])cc2)n[nH]1	0.3	-4.1	-3.1	2.1	-0.5	-0.2	-2.1	-1.1	42.8
C#Cc1ccc([C@@H]2C=C(C(=O)OCC=C)O[C@H](OCCCCO)C2)cc1	-1.7	-6.0	-1.8	-29.9	-0.5	-7.6	-1.2	-2.9	17.7
COc1ccc(NC(=S)NCCc2c[nH]c3ccc(OC)cc23)c(OC)c1	7.9	-5.1	-4.1	-6.5	7.6	-5.5	-7.1	-3.7	37.9
Cc1ccc(CCNC(=O)CCS(=O)(=O)c2ccc3c(c2)oc(=O)n3C)cc1	0.3	1.6	-1.6	-21.0	0.1	8.3	8.7	-4.9	6.3
Cc1ccc(-c2nc(N/N=C/c3ccncc3)c3ccccc3n2)cc1	0.6	-2.9	-2.3	-4.4	-0.2	7.5	1.9	-0.1	-1.7

Marked active in IMP-1 inh, among the entries above:
Structure	GalR3 antag	IMP-1 inh	GPR7 antag	NS3 helicase inh	VIM-2 inh	PHOSPHO1 block
CC(C)(C)C1CCc2c(sc(NC(=O)c3cc(C4CC4)on3)c2C#N)C1 (stereo unspecified)	·	4.9*	-2.1	0.2	-5.3	4.3

(next part)
SMILES	OXTR agonist	GalR3 antag	IMP-1 inh	DNA FID counter	V1aR counter	GPR7 antag	NS3 helicase inh	VIM-2 inh	PHOSPHO1 block
CCO[C@@H]1OC(C(=O)NCc2ccccc2)=C[C@H](c2cn(C(C)=O)c3ccccc23)[C@H]1CCCO	2.5	-6.4	-1.4	-30.5	2.0	-12.4	2.7	0.4	23.7
COc1cc2ccccc2cc1C(=O)NCc1ccncc1	-0.1	-2.2	-0.7	-9.9	0.8	-9.3	1.4	-2.5	9.0
CCn1c(CNc2ccc(F)cc2)nnc1SCC(=O)Nc1ccccc1OC	-0.3	4.7	-3.6	-22.5	0.6	-11.3	-4.1	-1.2	-4.4
O=C(NCc1ccccc1F)C1CCCN1C(=O)Nc1ccc(F)cc1 (stereo unspecified)	1.2	-9.1	-3.2	-4.9	1.2	-9.2	1.6	-2.5	3.1
O=C(c1ccc(CS(=O)(=O)c2cccc(C(F)(F)F)c2)o1)N1CCN(c2ccccn2)CC1	1.6	-1.0	-2.4	-22.3	2.5	-5.7	-6.6	-2.7	13.5
COc1ccccc1NC(=O)N(Cc1ccco1)Cc1cc2ccc(C)c(C)c2[nH]c1=O	-2.6	-3.0	-3.8	-13.4	-1.1	-6.5	8.6	-3.1	-1.5
CC(C)CCNC(=O)c1cc([N+](=O)[O-])ccc1N1CCOCC1	-1.1	-1.5	-2.1	2.5	0.5	-3.2	-13.6	-2.7	-7.1
CN1CCN(C(=O)C2CCCN(S(=O)(=O)c3ccccc3)C2)CC1 (stereo unspecified)	0.5	-7.5	-3.0	-1.4	1.4	-11.3	-9.1	-3.3	-21.6
COc1cc(-c2[nH]ncc2CN(C)Cc2nonc2C)cc(OC)c1OC	0.7	-6.2	-2.2	-10.1	0.8	-13.5	1.9	-1.4	28.2
Cc1ccc(C(=O)Oc2ccc3ccc(=O)oc3c2)cc1	-0.3	-11.0	-3.1	-16.2	0.2	1.7	4.1	-2.6	13.5
O=C(CCc1[nH]c2ccccc2c1Sc1ccccc1)N(CCO)CCO	0.8	-2.7	-3.3	-8.9	0.1	0.1	-22.9	-3.4	-4.4
COc1ccc(NC(=O)Cc2c(Sc3ccccc3)c3ccccc3n2C)cc1	-0.5	-6.0	-2.5	-3.6	0.9	-10.8	4.8	-1.7	2.5
CC(NS(=O)(=O)c1ccc(Cl)cc1)C(=O)N1CCOCC1 (stereo unspecified)	0.5	-8.9	-0.2	-6.9	0.6	-2.4	3.5	-0.9	44.9
COc1cc(/C=N/n2c(COc3ccccc3)n[nH]c2=S)cc(Br)c1O	-1.9	-8.3	-4.2	-14.3	0.1	8.2	7.8	-4.6	28.0
CCOC(=O)NCc1ccc(S(=O)(=O)Nc2c(C)cccc2C)cc1	2.7	-4.7	0.3	-16.9	1.4	7.1	-4.2	-0.5	-6.0
CCOC(=O)c1c(NC(=O)COC(=O)CCS(=O)(=O)c2ccc(C)cc2)sc(C)c1C	-0.4	-2.9	-1.0	-4.4	1.2	3.8	-4.1	-0.8	8.4
O=C(Oc1ccc(OC(=O)N2CCOCC2)cc1)c1ccccc1	4.8	0.9	-2.4	-10.1	6.5	-1.9	-3.6	-4.2	12.4
CCC1(CC)Cc2ccccc2-c2nc3ccccc3c(=O)n21	-2.5	-0.8	-5.8	-11.5	-0.1	3.3	-9.1	-2.2	12.1
O=C(NC(=S)N1CCN(C(c2ccccc2)c2ccccc2)CC1)c1ccc(S(=O)(=O)N2CCOCC2)cc1	-1.4	-9.1	-3.0	2.3	0.2	-6.5	-0.5	-4.3	-0.8
Cc1cc(C)nc(SCc2nnc(SCC(=O)N3CCOCC3)o2)n1	1.5	-4.6	-5.0	-6.3	0.8	-8.1	0.6	-4.8	16.3
COc1cc2ccccc2cc1C(=O)Nc1nccs1	0.1	-1.7	0.4	-15.5	0.5	0.9	-22.2	2.5	-5.6
CC1=C(C(=O)OCc2ccccc2)C(c2ccoc2)C(C#N)=C(N)O1 (stereo unspecified)	-1.7	-3.0	-3.1	-10.2	0.0	16.9	13.4	-1.8	24.2
Cc1cccnc1N(C(=O)Nc1ccccc1)C1=NCC(C)(C)S1	0.9	3.0	-1.3	1.5	1.6	-0.4	-8.5	-1.1	10.6
COc1cc(C(=O)NCC2(N3CCCCC3)CCCCC2)ccc1OCC(=O)N1CCOCC1	1.9	-6.2	-2.7	-0.7	-0.4	-13.0	6.5	-2.7	16.0
Cc1nnc(NC(=O)CCNC(=O)c2ccccc2Cl)s1	-0.7	2.4	-2.9	-3.4	-0.1	-13.9	4.2	-2.4	42.4
COc1ccc(C(C(=O)OCCN(C)C)c2ccccc2)cc1 (stereo unspecified)	2.8	-0.2	-4.1	4.4	2.3	-7.3	12.0	-4.4	11.0
COc1ccc(-n2c(=O)c3ccccc3n(CC(=O)NC3CCCCC3)c2=O)cc1OC	0.4	1.2	-2.2	-5.1	-0.7	-15.0	-0.9	-1.8	20.5
COc1ccccc1CNC(=O)C1CCC(=O)N(CCCc2ccccc2)C1 (stereo unspecified)	-0.1	-5.0	-2.9	-42.3	0.4	-11.8	-3.0	-2.4	-4.1
CCOC(=O)c1cnn(C(=O)c2ccccc2)c1N	·	-0.6	-2.0	-16.6	·	4.8	22.9	1.8	11.1
Cc1cc(C)cc(NC(=S)N(CCCN2CCN(C)CC2)Cc2cccs2)c1	1.5	-7.2	-0.8	9.3	0.1	-1.2	-11.4	0.2	-12.2
Cc1ccsc1C(=O)N1CCCC(CO)(Cc2ccccc2F)C1 (stereo unspecified)	2.0	-3.0	-2.5	-28.3	2.4	5.8	-3.8	0.3	27.6
Cc1ccc(OCC(=O)NCCNC(=O)c2cnccn2)cc1C	·	-2.8	-0.2	-4.2	·	10.3	19.9	0.0	30.7
CCOC(=O)CNC(=O)C(Cc1ccccc1)NC(=O)OCc1ccccc1 (stereo unspecified)	-1.0	-1.6	-1.0	-13.4	-0.5	10.8	4.8	-1.9	28.5
CC(=O)c1cc(C#N)c(SCc2ccccn2)nc1C	-0.7	-0.9	-3.5	-3.9	-0.1	-6.0	-5.2	-0.5	28.8
COCCn1c(N/N=C(C)/C=C/c2ccccc2)nc2c1c(=O)[nH]c(=O)n2C	0.0	·	-3.9	-8.3	2.1	-9.5	-0.9	0.2	40.4
CCOC(=O)C1(Cc2cccc(OC)c2)CCN(C2CCOCC2)CC1	0.7	-9.4	-1.2	7.8	2.6	22.6	-6.9	2.5	-10.2
C#CCNC(=O)C1=C[C@H](c2coc3ccccc3c2=O)C[C@H](OCc2ccc(CO)cc2)O1	-2.0	-4.1	-0.6	-26.7	0.0	-19.9	-1.8	-3.4	21.9
COc1ccc(CNC(=O)CN(C(=O)c2csnn2)c2ccc(F)cc2)cc1	0.9	-1.9	-1.0	-12.0	2.2	-12.4	-2.4	-1.8	26.6

One compound at a time (already shown):
C#CCNC(=O)C1=C[C@H](c2coc3ccccc3c2=O)C[C@H](OCc2ccc(CO)cc2)O1 across the screens: OXTR agonist: -2.0; GalR3 antag: -4.1; IMP-1 inh: -0.6; DNA FID counter: -26.7; V1aR counter: 0.0; GPR7 antag: -19.9; NS3 helicase inh: -1.8; VIM-2 inh: -3.4; PHOSPHO1 block: 21.9
Cc1cc(C)cc(NC(=S)N(CCCN2CCN(C)CC2)Cc2cccs2)c1 across the screens: OXTR agonist: 1.5; GalR3 antag: -7.2; IMP-1 inh: -0.8; DNA FID counter: 9.3; V1aR counter: 0.1; GPR7 antag: -1.2; NS3 helicase inh: -11.4; VIM-2 inh: 0.2; PHOSPHO1 block: -12.2
